# Compound activity deposited in PubChem BioAssay by National Center for Advancing Translational Sciences (NCATS).
# TSG101-PTAP inh = blocks PTAP/TSG101 interaction to inhibit HIV-1 budding | Q99816 | Fluorescence polarization, FITC-PTAP peptide / Tsg101 binding | Potency, µM (top dose mostly 115 µM), without a hit: at the top dose activity change, negative = inhibition, usual class: inhibitors | 340,000 tested, under 10 active | AID 493005; active means well fitted inhibition curve with a large enough effect in the main read-out, with a control signal flat, not every such curve was filed as active; inconclusive means small, poorly fitted or top-dose-only effect, or effect the other way, or a change in a side signal; inactive means no such curve, though single readings can be large or run the other way; further: potency means the concentration at half of the fitted maximal effect; % of control where 0% means no effect
#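 FP read-out: FITC-PTAP peptide, 50 nM final, binding Tsg101 binding domain, 10 uM final; 20 min, r.t.; 10 mM HEPES pH 7.5, 0.15 M NaCl, 0.01% Tween 20, 3 mM EDTA, 0.1 mM TCEP.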
# Tb PFK block = T. brucei PFK enzyme inhibition; O15648; AID 485367; 330,000 compounds, 0.17% hits; T. brucei PFK, ADP-Glo luminescence; Potency, µM (titrated, usually from 57.5 µM), without a hit: at the top dose activity, negative = inhibition, usual class: inhibitors;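 further: potency means the concentration at half of the fitted maximal effect; 0% = uninhibited 1x PFK enzyme wells and -100% = no-enzyme wells; nearly all actives have a fitted effect of over 60% in size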
#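 Compounds were pin-transferred as a titration series up to 57 uM into substrate buffer (0.5 mM F6P, 0.1 mM ATP, pH 8.0), then 1.25 nM PFK was added and reactions ran 45 min before ADP-Glo detection.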
# Mito fusion yeast = blocks mitochondrial division or promotes mitochondrial fusion | S. cerevisiae fusion-defective mutant growth rescue, CellTiterGlo 48 h | Potency, µM (doses to about 46.1 µM), for the others: top-dose growth rescue (activation), hits mostly activators | 320,000 compounds, 0.23% hits | AID 485298;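 further: potency means the concentration at half of the fitted maximal effect; % of control where 0% means no effect; nearly all actives have a fitted effect of over 45% in size; temperature-sensitive fusion mutants such as fzo1-1 at 37 °C on non-fermentable ethanol glycerol medium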
#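 S. cerevisiae fusion-defective temperature-sensitive mutants (e.g. fzo1-1, mgm1-5) grown 48 h at 37C in YPEG (ethanol/glycerol non-fermentable) medium with 23 nl compound per well; growth rescue read as CellTiterGlo luminescence.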
# Eya2 inh = inhibitors of human Eya2 phosphatase activity | Potency, µM (titrated, usually from 76.9 µM), for the others: at the top dose activity, negative = inhibition, actives largely listed as inhibitors | recombinant Eya2, OMFP fluorescence dephosphorylation (OMFP is methylfluorescein phosphate) | 330,000 compounds, 0.006% hits | O00167; further: potency means the concentration at half of the fitted maximal effect; on the % scale 0 is the no-effect control and ±100 the full control effect
#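 Eya2 (0.2 uM) preincubated 10 min at ambient with compound, then OMFP substrate added at 50 uM; 10 min reaction in 50 mM HEPES pH 7.5, 50 mM NaCl, 5 uM MgCl2, 0.05% BSA, 1 mM DTT. Fluorescence read at Ex 485/Em 525 nm.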
# AT treatment = candidate therapy for ataxia-telangiectasia | Potency, µM (titrated, usually from 57.5 µM), inactives show at the highest dose activation, actives largely listed as activators | 320,000 compounds, 0.19% hits | AID 485349 | […] A-T fibroblasts, KAP-1 phosphorylation AlphaLISA; neocarzinostatin DNA damage 30 min before lysis; further: potency means the concentration at half of the fitted maximal effect; % of control where 0% means no effect; nearly all actives have a fitted effect of over 45% in size
#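 hTERT-immortalized A-T patient fibroblasts ([…]), 500 cells/well in OPTI-MEM, 1% FBS, got compounds for 60 min, then NCS for 30 min at 37C. Lysates were then assayed for phospho-KAP-1 by AlphaLISA (anti-pKAP1 donor, anti-KAP1 acceptor beads), 6 hr at 25C.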
# TCR act = activators of T cell receptors; primary human leukocytes, anti-CD3, IL-2 HTRF, 48 h; Potency, µM (top dose mostly 9.22 µM), inactives show at the highest dose activation of IL-2 secretion, usual class: activators; 330,000 tested, under 10 active; AID 504894; further: % of control where 0% means no effect
#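 Using a-CD3 beads without co-stimulation, primary human leukocytes were exposed to compounds for 48 hr. An HTRF IL-2 kit measured the cytokine, with europium-to-d2 energy transfer producing emission at 665nm upon 320nm excitation.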
# Integrin act MD = activates integrin-mediated alleviation for muscular dystrophy | Potency, µM (doses to about 38.3 µM), without a hit: top-dose activation, usual class: activators | alpha7betagal myoblasts, beta-gal FDG fluorescence, 48 h | AID 624291 | 350,000 compounds, 0.064% hits;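 further: potency means the concentration at half of the fitted maximal effect; 100% = response of the positive control SU9516; nearly all actives have a fitted effect of over 60% in size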
#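 alpha7betagal+/- myoblasts (passage 13, 250/well) treated 48 h at 37C with compounds at 1:260 dilution of DMSO stock. Lysed, then beta-galactosidase activity read as FDG fluorescence (ex 480/em 540) after 30 min, with pre-read for autofluorescence.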
# ASM inhibitor = human S-ASM enzyme inhibition. P17405. AID 504937. placental ASM, HMU-PC fluorogenic substrate, 60 min. 340,000 compounds, 0.006% hits. Potency, µM (top dose mostly 57.5 µM), for inactives: at the top dose activity change, negative = inhibition, actives largely listed as inhibitors; further: potency means the concentration at half of the fitted maximal effect
#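 qHTS format. ASM enzyme prepared from human placenta hydrolyses the fluorogenic substrate HMU-PC0 (9 uM final) over 60 min at 37 °C after a 10 min compound preincubation.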
# ELG1 DNA repair = inhibitors of ELG1-dependent DNA repair in HEK293T cells | Potency, µM (doses to about 46.1 µM), without a hit: top-dose activity change, negative = inhibition, most hits filed as inhibitors | 330,000 compounds, 2.3% hits | HEK293T ELG1-luciferase reporter, luminescence, 16 h; DNA damage induced by 5-fluorouridine; further: potency means the concentration at half of the fitted maximal effect; on the % scale 0 is the no-effect control and ±100 the full control effect; nearly all actives have a fitted effect of over 55% in size
#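 Cells (2,000 per well) received 5-fluorouridine plus test compound or DMSO and were incubated 16 hr at 37 °C, 5% CO2. Luciferase activity was read by luminescence 30 min after ONE-Glo addition; signal suppression marked inhibition of damage-induced ELG1 function.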
# Chronic BCR inh = chronic active BCR signaling inhibition; ABC-DLBCL IkBa-CBG/CBR reporter, luminescence ratio, 4 h; 340,000 compounds, 0.05% hits; Potency, µM (titrated, usually from 46.1 µM), inactives show at the highest dose ratio change, negative = lower green/red ratio, actives largely listed as inhibitors; active means well fitted inhibition curve with a large enough effect in the signal ratio, with a control signal flat, not every such curve was filed as active; inconclusive means small, poorly fitted or top-dose-only effect, or effect the other way, or a change in a side signal; the % refers to the signal ratio;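 further: potency means the concentration at half of the fitted maximal effect; plate controls were basal doxycycline-induced cells for no effect and cells given 10 µM MG132 for full effect; MG132 reads +100%, hits lower the ratio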
#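 Cell line TMD8 (human ABC DLBCL), stably expressing tet-inducible CBG68-IkBa fusion and CBR; IMDM/0.5% FBS; cpd up to 46 uM; dox induction, 4 h, 37C/5% CO2; dual luminescence; green/red ratio; MG132 control.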
# TSHR antagonist = human thyrotropin receptor antagonism. activity change, negative = inhibition, % at 11.5 µM. 330,000 compounds, 0.2% hits. P16473. TSHR-expressing cells, TSH-stimulated cAMP HTRF, 2 h; stronger effect = lower value;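 active means activity change below a set negative limit, meaning inhibition stronger than a set level, cut at about -70% in these data; inconclusive means activity change between two set negative limits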; further: on the % scale 0 is the no-effect control and ±100 the full control effect
# Target sequence (P16473 whole entry, looked up): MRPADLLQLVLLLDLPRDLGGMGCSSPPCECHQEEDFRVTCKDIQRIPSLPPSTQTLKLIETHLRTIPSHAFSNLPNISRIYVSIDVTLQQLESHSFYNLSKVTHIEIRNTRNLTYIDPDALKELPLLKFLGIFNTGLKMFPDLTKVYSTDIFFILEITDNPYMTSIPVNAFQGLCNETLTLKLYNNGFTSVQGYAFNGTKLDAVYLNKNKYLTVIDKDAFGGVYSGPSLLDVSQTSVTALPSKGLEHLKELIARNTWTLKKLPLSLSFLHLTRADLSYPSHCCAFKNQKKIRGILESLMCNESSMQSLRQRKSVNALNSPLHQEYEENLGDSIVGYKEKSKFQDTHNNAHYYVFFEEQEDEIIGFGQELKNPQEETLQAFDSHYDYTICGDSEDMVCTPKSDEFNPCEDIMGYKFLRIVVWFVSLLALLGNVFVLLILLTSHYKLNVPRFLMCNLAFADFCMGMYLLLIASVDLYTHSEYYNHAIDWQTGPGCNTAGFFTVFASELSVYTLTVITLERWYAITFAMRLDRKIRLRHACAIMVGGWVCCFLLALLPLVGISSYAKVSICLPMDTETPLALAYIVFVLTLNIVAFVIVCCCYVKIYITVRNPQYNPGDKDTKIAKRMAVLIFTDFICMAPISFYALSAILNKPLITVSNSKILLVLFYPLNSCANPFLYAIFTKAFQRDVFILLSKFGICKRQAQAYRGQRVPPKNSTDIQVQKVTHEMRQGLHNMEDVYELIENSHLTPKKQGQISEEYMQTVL
#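 Antagonism was scored as loss of TSH-driven cAMP in TSHR cells, stimulated with 4nM TSH (EC80) for 2 hours at 37 deg C and detected by homogeneous HTRF competition immunoassay.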
# Numbers without * were called inactive; ? = inconclusive; nt = not tested or not shown; [ ] = another dose, or the depositor's remark. Unless noted, the call rests on the fitted dose curve; in most records, active means well fitted curve in the direction sought with a large enough effect; inconclusive means small, poorly fitted or top-dose-only effect, or another doubt; inactive means no such curve, though single readings can be large; an effect the other way counts as inactive or inconclusive.
SMILES,TSG101-PTAP inh,Tb PFK block,Mito fusion yeast,Eya2 inh,AT treatment,TCR act,Integrin act MD,ASM inhibitor,ELG1 DNA repair,Chronic BCR inh,TSHR antagonist
Cc1noc(C)c1C(=O)OC(C)C(=O)Nc1ccc(C(N)=O)cc1 (configuration not stated),-5%,-9%,0%,13%,-2%,1%,44%,3%,16%,0%,7
COc1cccc(OCc2cc(/C=N/n3cncn3)ccc2OC)c1,0%,4%,-3%,-8%,24%,1%,-2%,-3%,?,-8%,-8
COc1ccc(NC(=O)CSc2nnc(CNC(=O)COc3ccc(Cl)cc3)o2)cc1,-1%,-1%,-1%,1%,-4%,4%,13%,-3%,10%,5%,-8
c1ccc(COc2ccc(OCCCCN3CCCCC3)cc2)cc1,-7%,-4%,0%,15%,-1%,-11%,-55%[inhibitor],1%,?,3%,11
Cc1noc(C)c1CSCC(=O)N(C)CC(=O)Nc1ccc(Cl)cc1,-1%,1%,-1%,-6%,6%,2%,-24%,3%,?,-2%,5
COc1cc(/C=N/NC(=O)c2ccc(CN3C(=O)c4cccc5cccc3c45)cc2)cc(OC)c1O,2%,4%,?,2%,41%,-4%,-51%[inhibitor],-4%,?,?,10
COc1ccc(CCNC(=O)CSc2nc(C)cs2)cc1,-4%,6%,-3%,9%,3%,-2%[46.1 µM],33%,8%,12%,-4%,6
COCCNC(=O)C(c1ccc(F)cc1)N(CCOC)C(=O)CCC(=O)Nc1nccs1 (configuration not stated),-4%,-1%,1%,2%,-2%,-23%,19%,0%,0%,-12%,-6
CN1CCN(C(=O)c2cc3c(C(F)(F)F)nn(C)c3s2)CC1,1%,-3%,-3%,-15%,2%,0%,-13%,-2%,9%,1%,6
C=CC[N@@+]12CC[C@]34c5ccccc5N5/C=C6\C7N(/C=C(\C53)[C@@H](C[C@@H]41)/C(=C/CO)C2)c1ccccc1[C@@]71CC[N@@+]2(CC=C)C/C(=C\CO)[C@@H]6C[C@@H]12 (some centres not stated),-4%,-1%,9%,-1%,6%,-5%,nt,0%,-3%,0%,-2
Cc1ccc(NC(=O)CN(C)C(=O)c2cccc(S(=O)(=O)NCc3ccco3)c2)cc1,-6%,?,2%,8%,-9%,4%,10%,-2%,6%,-1%,24
CCOC(=O)Cc1csc(NC(=S)NC(=O)C(C)(C)C)n1,2%,0%,-2%,3%,8%,4%[46.1 µM],-3%,-3%,1%,-5%,0
CCOC(=O)c1ccc(N(CC(=O)NC2CCCCC2)C(=O)CNC(=O)c2ccco2)cc1,-7%,0%,2%,-9%,-2%,1%,-11%,7%,-9%,0%,4
Cn1c(=O)[nH]c(=O)c2c1nc(N1CCCCCC1)n2Cc1cccc2ccccc12,-3%,3%,4%,10%,4%,-3%,17%,-3%,-7%,0%,-9
O=C(Cc1ccsc1)NCC(c1ccco1)N1CCCCC1 (configuration not stated),-4%,0%,1%,9%,-2%,-2%,-14%,6%,0%,0%,-2
Cc1ccc(CS(=O)Cc2ccc(C(=O)NCc3ccccc3Cl)o2)cc1 (configuration not stated),0%,-2%,0%,-2%,10%,-5%,0%,29%,-2%,-6%,-5
CCc1cc(C(=O)N(Cc2ccccc2)c2c(N)n(CCOC)c(=O)[nH]c2=O)sc1C,-3%,-1%,-1%,-8%,6%,3%,8%,-1%,-7%,10%,-4
Cc1cccc(Cn2ccc(N)n2)c1,-1%,?,8%,2%,8%,4%,?,6%,10%,?,9
COc1ccc(S(=O)(=O)Nc2cccc3c2O[C@H](CN(C)S(=O)(=O)c2ccccc2)[C@@H](C)CN([C@H](C)CO)C3=O)cc1,-3%,-3%,nt,12%,13%,12%,2%,8%,6%,6%,-1
Cc1ccc(N2CCN(CC(=O)Nc3c(C(=O)C4CC4)oc4ccccc34)CC2)cc1,nt,-3%,1%,-15%,3%,nt,nt,nt,8%,-8%,52
CC1(c2ccc(Cl)cc2Cl)NC(=O)N(CC(=O)Nc2cccnc2Cl)C1=O (configuration not stated),-3%,-13%,14%,-6%,-6%,-1%,15%,4%,?,2%,-1
O=C(NCc1ccccc1)C(c1ccc(Cl)cc1)N(C(=O)c1csnn1)C1CC1 (configuration not stated),1%,3%,-1%,5%,7%,-2%,18%,0%,-7%,4%,1
N#Cc1ccc(CSc2ncccn2)cc1,-5%,2%,2%,3%,-3%,-5%,?,-1%,20%,-1%,21
CCOC(=O)Cc1csc(N/N=C\c2cccc(Br)c2)n1,-1%,1%,-6%,-4%,-5%,2%,8%,9%,21%,-4%,-13

# Given with two lines to a compound: entries from further up.
# Each structure is followed by: TSG101-PTAP inh, Tb PFK block, Mito fusion yeast, Eya2 inh, AT treatment, TCR act, Integrin act MD, ASM inhibitor, ELG1 DNA repair, Chronic BCR inh, TSHR antagonist
- N#Cc1ccc(CSc2ncccn2)cc1
 : -5%, 2%, 2%, 3%, -3%, -5%, ?, -1%, 20%, -1%, 21
- CCc1cc(C(=O)N(Cc2ccccc2)c2c(N)n(CCOC)c(=O)[nH]c2=O)sc1C
 : -3%, -1%, -1%, -8%, 6%, 3%, 8%, -1%, -7%, 10%, -4

# Record cards, from the list above:
# `Cc1cccc(Cn2ccc(N)n2)c1` is listed with TSG101-PTAP inh = -1%; Tb PFK block = ?; Mito fusion yeast = 8%; Eya2 inh = 2%; AT treatment = 8%; TCR act = 4%; Integrin act MD = ?; ASM inhibitor = 6%; ELG1 DNA repair = 10%; Chronic BCR inh = ?; TSHR antagonist = 9
# `Cc1ccc(CS(=O)Cc2ccc(C(=O)NCc3ccccc3Cl)o2)cc1` (configuration not stated) is listed with TSG101-PTAP inh = 0%; Tb PFK block = -2%; Mito fusion yeast = 0%; Eya2 inh = -2%; AT treatment = 10%; TCR act = -5%; Integrin act MD = 0%; ASM inhibitor = 29%; ELG1 DNA repair = -2%; Chronic BCR inh = -6%; TSHR antagonist = -5

# Going on with the list.
SMILES,TSG101-PTAP inh,Tb PFK block,Mito fusion yeast,Eya2 inh,AT treatment,TCR act,Integrin act MD,ASM inhibitor,ELG1 DNA repair,Chronic BCR inh,TSHR antagonist
C/C(=N/NC(=O)CN1CCN(Cc2ccccc2Cl)CC1)c1ccco1,1%,-1%,0%,6%,-4%,-3%,-13%,2%,-24%,-14%,5
Cc1ccc(NCc2nnc(SCC(=O)Nc3cc(C)on3)n2C)cc1,-1%,2%,-5%,1%,nt,-2%[46.1 µM],42%,-4%,4%,11%,26
CCc1nnc(NS(=O)(=O)c2ccc(N/C=C(\C=O)c3nc4cc(Cl)ccc4o3)cc2)s1,-3%,5%,0%,3%,2%,4%,-1%,-1%,3%,?,-16
O=C(c1c(F)cccc1F)N1CCCC(c2nc(-c3ccc(F)cc3)no2)C1 (configuration not stated),-5%,3%,-5%,2%,1%,-1%,-23%,-2%,?,-11%,-9
COc1ccccc1C1CC(c2ccc(Cl)cc2Cl)Nc2nc(N)nn21 (configuration not stated),0%,-2%,1%,-5%,14%,-9%,8%,0%,5%,-15%,-4
Cc1ccc(Nc2nc(COC(=O)C3CC3)cs2)cc1,2%,2%,4%,2%,10%,2%,-4%,-6%,?,2%,2
O=C(COc1coc(CN2CCc3ccccc3C2)cc1=O)Nc1ccccc1F,1%,-3%,-3%,21%,8%,4%,19%,nt,-11%,?,0
COc1ccccc1C1CCN(c2ccc(CO)cc2[N+](=O)[O-])CC1,-2%,-1%,5%,-5%,3%,0%,-36%,-2%,-23%,18%,-36
COc1ccccc1NC(=O)CN1CCN(c2ccccc2OC)CC1,-1%,0%,9%,-2%,9%,-5%,-1%,3%,?,2%,-1
COC(=O)c1cc(S(=O)(=O)NCc2ccc(Br)cc2)c[nH]1,-2%,-4%,2%,-3%,24%,1%,-14%,-5%,20%,1%,24

# Rows were taken by chance; overall some 3.2% were active at least once.
